# High-throughput results (PubChem)
# M1 ag = human M1 muscarinic receptor agonism. P11229. CHO-K1 hM1, Fluo-8 calcium fluorescence, agonist mode; 0% DMSO, 100% acetylcholine EC100. activation, % at 3 µM. hit rate 0.33% among 360,000. AID 588814;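 active means activation above the run's mean compound activation plus 3 SD, cut at about 16% in these data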;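 further: peak over basal fluorescence ratio within a 140 s kinetic read after compound addition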
# TAAR1 agonist = agonists of human TAAR1; Q96RJ0; CHO RD-HGA16 TAAR1, Fluo-8 calcium fluorescence; vehicle wells 0%, saturating PEA agonist 100%; activation, % at 3 µM; hit rate 0.99% among 360,000; AID 624467;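 active means activation above the mean activation of all test compounds in the run plus 3 SD, cut at about 38% in these data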
# Target sequence (Q96RJ0 whole entry, looked up): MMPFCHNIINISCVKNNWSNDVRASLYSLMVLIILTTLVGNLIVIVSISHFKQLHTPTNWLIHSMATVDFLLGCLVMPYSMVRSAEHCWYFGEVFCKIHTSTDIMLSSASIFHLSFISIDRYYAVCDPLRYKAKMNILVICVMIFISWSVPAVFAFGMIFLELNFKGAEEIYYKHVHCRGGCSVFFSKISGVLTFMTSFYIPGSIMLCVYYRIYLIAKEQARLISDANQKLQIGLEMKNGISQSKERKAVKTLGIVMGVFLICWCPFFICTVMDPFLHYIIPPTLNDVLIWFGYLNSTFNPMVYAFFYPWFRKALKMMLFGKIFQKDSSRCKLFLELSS
#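 test system = CHO RD-HGA16 cells carrying human TAAR1 plus Gα16 | schedule = 17-24 h seeding, 75 min 37 °C dye, 30 min RT | compound dosing = 3 µM single concentration | control set = DMSO and PEA EC100 | replicates = n 1 | signal = Fluo-8 fluorescence, 5 s baseline then 140 s kinetic read | measure = percent activation vs PEA EC100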
# CHO-K1 Ca antag = nonselective inhibitor or artifact in parental CHO-K1 cells. AID 602250. inhibition, % at 3 µM. ATP-induced calcium, Fluo-8 fluorescence. hit rate 0.6% among 360,000;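 active means inhibition above a per-plate cutoff, the plate's mean sample inhibition plus 3 SD, cut at about 24% in these data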;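 further: 0% = DMSO plus EC80 ATP and 100% = DMSO alone without ATP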
# M1 antag = human CHRM1 antagonism. inhibition, % at 3 µM. P11229. hit rate 1.3% among 360,000. AID 588852. CHO-K1 hM1, Fluo-8 calcium fluorescence, ACh EC80 antagonist;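 active means percent inhibition above its own plate's cutoff, namely the mean of that plate's compound wells plus 3 SD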;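 further: peak over basal fluorescence ratio during 140 s after agonist addition; 0% = ACh EC80 plus DMSO and 100% = DMSO alone without agonist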
# OXTR potentiator = potentiators of human oxytocin receptor; hit rate 0.061% among 320,000; AID 2445; CHO-OTR cells, Fluo-8 calcium fluorescence, potentiator mode; 0% = oxytocin EC15, 100% = EC100; activation, % at 3 µM;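 active means activation above that plate's cutoff, the mean activation of tested compounds plus 3 SD, cut at about 6.6% in these data, passing the limit was not always enough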;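 further: 100% uses oxytocin at 75 nM as the full agonist control; some results filed as inactive read as strong as hits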
# Target sequence (P30559 whole entry, looked up): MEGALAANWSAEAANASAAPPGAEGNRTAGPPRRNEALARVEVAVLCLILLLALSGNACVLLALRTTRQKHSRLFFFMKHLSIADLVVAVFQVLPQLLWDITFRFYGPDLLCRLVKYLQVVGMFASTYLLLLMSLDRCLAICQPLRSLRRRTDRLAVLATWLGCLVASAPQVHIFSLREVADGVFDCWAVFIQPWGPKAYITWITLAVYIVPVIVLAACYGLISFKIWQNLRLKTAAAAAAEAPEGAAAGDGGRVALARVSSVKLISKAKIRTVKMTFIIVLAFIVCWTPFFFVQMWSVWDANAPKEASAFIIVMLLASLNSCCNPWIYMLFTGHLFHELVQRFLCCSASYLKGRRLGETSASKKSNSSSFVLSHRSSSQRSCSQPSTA
#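 Assay system: CHO cell line stably expressing human OTR. Reagent: EC15 oxytocin agonist. Dosing: single dose, 3.0 µM nominal final compound concentration. Timing: compound 6 min at room temperature before oxytocin, 100 s read. Signal: kinetic Fluo-8 calcium fluorescence. Controls: oxytocin EC15 low and EC100 high.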
# M1 ag parental = nonselective activator or artifact in parental CHO-K1 cells; activation, % at 3 µM; Fluo-8 calcium fluorescence; scaled to maximal ATP response, vehicle zero; AID 602248; hit rate 0.48% among 360,000; in the data active means activation above about 15%;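 further: untransfected CHO-K1 host cells lacking M1 receptor as counterscreen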
# TAAR1 antag = antagonists of human TAAR1; CHO RD-HGA16 TAAR1, Fluo-8 calcium fluorescence, antagonist; Q96RJ0; inhibition, % at 3 µM; hit rate 1.5% among 360,000; AID 624466;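 active means inhibition above a per-plate cutoff, the mean inhibition of test compounds on that plate plus 3 SD, cut at about 49% in these data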;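 further: 0% = DMSO plus EC80 beta-PEA response and 100% = DMSO alone without agonist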
#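 System: RD-HGA16 CHO cells with stable hTAAR1 and Gα16 | Probe or stimulus: EC80 β-phenethylamine stimulus | Dosing: 3 µM, single point | Times: Dye loading 75 min at 37 °C, then 30 min room temperature | Measured by: Fluo-8 calcium-sensitive fluorescence | Read-out basis: % inhibition of agonist calcium response | Replicates: n of 1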
# CHO parental Ca = counter-screen: ATP calcium response change in parental CHO cells; parental CHO-K1, ATP-induced calcium, Fluo-8 fluorescence; inhibition, % at 5.6 µM; hit rate 0.63% among 330,000;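 active means inhibition above that plate's mean sample inhibition plus 3 SD, cut at about 26% in these data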;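 further: 0% = ATP-challenged DMSO wells and 100% = DMSO wells without ATP; some compounds past the cut are filed as inactive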
#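 Test system: untransfected parental CHO cell line; also added: ATP stimulus; dosing: 5.6 µM, single dose; signal: calcium-sensitive Fluo-8 fluorescence; measure: percent inhibition of ATP-evoked calcium rise, normalized to controls; benchmarks: low control ATP plus DMSO, high control DMSO only; replication: one well per compound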
# M1 PAM parental = M1 PAM counterscreen hit in parental CHO-K1 cells; ATP EC20, Fluo-8 calcium fluorescence; 0% at ATP EC20, 100% at ATP max; activation, % at 3 µM; AID 602247; hit rate 0.02% among 360,000;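 active means activation above the run cutoff, the mean activation of all test compounds plus 3 SD, cut at about 40% in these data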;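 further: peak over basal fluorescence ratio in a 140 s read after ATP addition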
# Active calls of the source: *; . = no result given.
nr	Molecule	M1 ag	TAAR1 agonist	CHO-K1 Ca antag	M1 antag	OXTR potentiator
1	CC(C)C(NC(=O)c1ccccc1NC(=O)c1ccco1)C(=O)O (stereo not given)	-4.7	1.2	-7.1	-1.8	3.0
2	COc1cccc(CN2CCCC(C(=O)c3ccc4c(c3)OCO4)C2)c1O (stereo not given)	-7.5	3.3	-15.9	40.7*	-2.9
3	COc1cc(C(=O)NC2CCCc3ccccc32)ccc1OCC(=O)Nc1ccc(F)cc1 (stereo not given)	-5.9	4.4	-2.9	-7.0	3.3
4	Cc1ccc2c(c1)[C@H]1[C@H](CO2)[C@H](c2ccccc2)[C@]2(C)C(=O)Nc3ccc(Cl)cc3C(=O)N12	-6.0	2.0	-16.1	35.2*	2.2
5	CCN(CC)C(=O)C1CCCN(C/C=C/c2ccccc2)C1 (stereo not given)	-13.6	2.0	-20.9	10.7	-3.9
6	CCn1c(SCc2nc(-c3ccccc3)no2)nnc1-c1ccco1	-5.7	14.4	8.2	-10.0	0.5
7	O=C(Nc1ccccc1)c1nccn1Cc1ccc(F)cc1	-4.8	6.7	3.5	2.3	-4.9
8	O=C(CCNC(=O)c1ccccc1Cl)NCc1cccnc1	-4.1	1.3	-7.5	-3.6	8.7
9	N/C(CCS(=O)(=O)c1ccc(Cl)cc1)=N\OC(=O)c1ccc(Cl)cc1	-4.0	-1.6	13.1	-10.6	-8.6
10	CC(=O)N1N=C2/C(=C/c3ccccc3)CCCC2C1c1ccccc1 (stereo not given)	-11.9	7.3	-1.2	-5.8	-5.0
11	Oc1ccc(C(=S)N2CCN(Cc3ccccc3)CC2)cc1	-0.6	12.4	15.1	0.8	-1.2
12	Cc1cc(C(=O)Nc2sc3c(c2C#N)CCC(C)C3)cs1 (stereo not given)	-1.2	13.6	-8.0	3.9	-1.9

nr	M1 ag parental	TAAR1 antag	CHO parental Ca	M1 PAM parental
1	0.3	7.6	-5.1	5.4
2	0.7	7.9	-19.8	14.8
3	-0.7	-13.8	-19.0	19.0
4	0.5	-9.0	-13.0	8.6
5	1.0	10.5	-2.6	17.4
6	0.4	4.0	-18.6	8.2
7	0.7	-12.2	-4.8	13.9
8	1.2	-26.6	-7.4	10.5
9	0.3	-4.5	-12.0	-20.9
10	3.2	5.7	-27.2	13.3
11	0.3	-3.1	-8.3	-24.2
12	0.3	-3.9	-11.9	13.0

# Other compounds:
nr	Molecule	M1 ag	TAAR1 agonist	CHO-K1 Ca antag	M1 antag	OXTR potentiator
13	CC(C)OC(=O)CSc1nnc(-c2ccccn2)n1N	-1.8	-0.2	-10.2	-14.2	4.2
14	Cc1cccc(C)c1NC(=O)N1C2CCCC1CC(NC(=O)C(C)(C)C)C2 (stereo not given)	-4.9	0.4	-2.2	-5.3	-13.8
15	CCOc1ccc(C(=O)COC(=O)C2COc3ccccc3O2)cc1 (stereo not given)	-4.0	12.8	-13.2	2.0	-4.5
16	Cc1cccc(C(=O)NNC(=O)c2ccc(O)cc2)c1	0.0	0.2	-7.9	-5.4	2.2
17	O=C1C2CC=CCC2C(=O)N1c1n[nH]c(CCc2ccccc2)n1 (stereo not given)	-3.4	-0.5	-14.5	-2.4	-3.3
18	Clc1ccc(OCCCc2nc(-c3ccncc3)no2)c(Cl)c1	-4.7	11.9	4.6	10.2	-9.7
19	CC(C)Oc1ccccc1C1CC(=O)Nc2cc3c(cc21)OCCO3 (stereo not given)	-1.2	20.8	-5.9	-3.3	2.1
20	CC(C)[C@@H]1CC[C@@H](C)c2c(-c3ccccc3)n[nH]c21	1.1	15.2	0.3	-8.0	-11.3
21	COc1ccc(-c2nnn(CC(=O)c3c[nH]c4ccccc34)n2)cc1OC	3.8	14.8	-7.0	-7.0	-9.1
22	CC(C)(C)[C@H]1C=C(C(=O)N2CCN(Cc3ccc4c(c3)OCO4)CC2)O[C@@H](OCCCCO)C1	-3.9	1.5	-12.1	-6.4	-10.0
23	CC(C)N(C(=O)Cc1ccccc1[N+](=O)[O-])C(C)C	-6.0	1.2	-13.4	-2.1	-20.3
24	O=C(/C=C/c1ccc(Cl)c([N+](=O)[O-])c1)c1ccc(O)cc1	-1.8	-0.6	-3.4	-6.3	-1.7

nr	M1 ag parental	TAAR1 antag	CHO parental Ca	M1 PAM parental
13	0.2	-2.2	-7.7	4.8
14	0.1	-3.1	-8.8	2.0
15	0.1	14.8	-4.8	-15.3
16	0.8	-2.7	-5.3	6.8
17	0.7	11.8	-1.6	15.2
18	0.1	7.5	-25.0	-2.5
19	0.8	10.3	2.5	13.6
20	-0.6	4.2	2.9	-8.7
21	6.4	17.6	-3.7	8.4
22	0.3	-17.8	-18.7	17.0
23	0.2	-29.5	0.3	5.1
24	4.0	-16.5	-5.7	8.0

# Continuation:
nr	Molecule	M1 ag	TAAR1 agonist	CHO-K1 Ca antag	M1 antag	OXTR potentiator
25	CCn1ncc(C2=NOC(C(=O)NCc3ccc(OC)cc3)C2)c1C (stereo not given)	-3.1	5.6	-21.2	-8.7	-1.3
26	Cc1ccc(-n2c(SCc3nc4ccccc4c(=O)[nH]3)nnc2-c2ccccc2O)cc1	-7.1	1.5	-6.5	-4.2	-6.3
27	COc1ccc(C)cc1S(=O)(=O)N1CCC(C(=O)N2CCN(C)CC2)CC1	-10.0	2.7	-3.7	-6.0	0.5
28	Cc1ccc(/C=C2/SC(=S)N(CCCC(=O)Nc3ccc(O)cc3)C2=O)cc1	-6.2	2.0	-6.1	-6.1	.
29	COc1ccc(NC(=O)/C(=C/c2ccc(OC(C)=O)c(OC)c2)NC(C)=O)cc1	-0.4	-0.5	-20.3	-17.7	0.3
30	O=C(c1ccc(NS(=O)(=O)c2cccc([N+](=O)[O-])c2)cc1)N1CCCCCC1	-4.8	4.2	-1.0	3.3	-7.9
31	CC1(Oc2ccccc2-c2ccno2)CCN(Cc2ccc(-c3ccccc3)o2)C1 (stereo not given)	-5.3	1.8	-13.7	-2.1	.
32	O=C(O)c1c[nH]n2c(=S)ncnc12	-2.2	0.6	1.0	4.5	.
33	Cc1ccc(OCC(=O)NCCc2c[nH]c3ccccc23)cc1	-2.5	-0.1	0.2	-3.8	-13.7
34	CCOC(=O)c1cc(NC(=O)NC2CCCCC2)c(C)nc1C	-4.6	-1.1	-16.0	-10.7	-4.3
35	CC(C)CN(c1ccccc1)S(=O)(=O)c1nnc(NC(=O)c2ccco2)s1	-2.2	-1.5	-13.5	-10.5	-1.0
36	COC1CCCCC1Nc1cc(C)cc(C)c1 (stereo not given)	1.8	15.4	-13.9	-3.2	-8.7

nr	M1 ag parental	TAAR1 antag	CHO parental Ca	M1 PAM parental
25	3.0	-8.8	-7.6	17.6
26	0.0	-22.4	-30.8	12.0
27	0.3	-1.3	1.0	8.2
28	1.0	0.1	.	17.6
29	0.6	8.2	-3.6	27.2
30	2.9	-5.4	-9.8	4.6
31	1.0	-4.9	.	15.0
32	0.2	-11.2	.	-7.8
33	0.5	-1.1	-5.2	0.9
34	2.4	-3.7	-17.9	12.9
35	0.1	-1.9	-16.4	-3.9
36	0.0	-3.5	-9.1	-2.9

# Reprinted at random: 2 entries already listed
nr	Molecule	M1 ag	TAAR1 agonist	CHO-K1 Ca antag	M1 antag	OXTR potentiator
25	CCn1ncc(C2=NOC(C(=O)NCc3ccc(OC)cc3)C2)c1C (stereo not given)	-3.1	5.6	-21.2	-8.7	-1.3
30	O=C(c1ccc(NS(=O)(=O)c2cccc([N+](=O)[O-])c2)cc1)N1CCCCCC1	-4.8	4.2	-1.0	3.3	-7.9

nr	M1 ag parental	TAAR1 antag	CHO parental Ca	M1 PAM parental
25	3.0	-8.8	-7.6	17.6
30	2.9	-5.4	-9.8	4.6

# Going on with the list.
nr	Molecule	M1 ag	TAAR1 agonist	CHO-K1 Ca antag	M1 antag	OXTR potentiator
37	COc1ccc(Br)cc1/C=C/C(=O)Nc1ccc2ccccc2c1	-7.8	3.4	-10.8	3.1	-11.3
38	Nc1nonc1-c1nc2ccccc2n1CC(=O)NC1CCCC1	-2.8	1.4	0.3	-10.6	2.2
39	CC(=O)N1CCN(S(=O)(=O)c2c(F)cc(F)c(Cl)c2F)CC1	-2.5	-0.1	-15.5	-7.7	10.7
40	COc1ccc(-n2nc3c(c2NC(=O)CCl)CSC3)cc1	-3.8	-1.0	0.8	3.9	-10.9
41	COc1cc(C(=O)COC(=O)c2cc([N+](=O)[O-])ccc2N2CCOCC2)ccc1OC(F)F	-3.8	-0.9	-7.1	-7.1	-7.4
42	Cc1ccccc1C(=O)NNC(=O)C(C)N1C(=O)c2ccccc2C1=O (stereo not given)	-2.1	5.4	-16.7	-24.9	2.2
43	CCC(C)NC(=O)COC(=O)Cc1sc(N)nc1-c1ccc(C)cc1 (stereo not given)	-2.8	5.4	3.3	3.6	-16.3
44	CC1(C(=O)NS(=O)(=O)Cc2cccc(Cl)c2)CCN1C(=O)C1CCCCC1 (stereo not given)	-1.8	0.0	-21.9	-17.5	.
45	Cc1ccc(/C=C/C(=O)N(Cc2cccs2)C2CCS(=O)(=O)C2)cc1 (stereo not given)	-0.8	-0.7	0.6	-19.6	-8.1
46	COc1ccc(CCNC(=O)COC(=O)c2cnc(C)cn2)cc1	-4.3	.	-3.8	-2.7	-0.6
47	CCOc1ccccc1NC(=O)c1nc[nH]c1C(=O)Nc1ccccc1OCC	-1.9	.	-14.7	-11.8	-5.0
48	OC(CNCc1ccco1)COc1ccccc1 (stereo not given)	-0.7	10.9	-1.3	1.9	.
49	O=C(Nc1ccccn1)C1(c2cccs2)CCOCC1	-1.5	-2.5	9.4	-3.6	4.1
50	O=c1c2ccccc2nnn1Cc1ccccc1Cl	-4.9	-0.1	-6.0	-9.7	-3.5
51	CC(C)c1ccc(CN(C)C(=O)c2ccc(S(=O)(=O)NCc3ccco3)cc2)cc1	1.6	13.9	-3.9	3.6	-11.0

nr	M1 ag parental	TAAR1 antag	CHO parental Ca	M1 PAM parental
37	1.4	22.1	-4.6	15.7
38	-0.1	3.5	-15.6	7.1
39	-0.3	-4.2	-8.6	1.7
40	0.3	-15.9	-15.1	-17.8
41	1.6	17.5	2.0	22.8
42	0.4	-3.8	-0.3	14.4
43	8.2	8.0	-9.9	19.5
44	0.1	-12.4	.	10.5
45	1.9	-20.9	-10.7	16.2
46	0.2	.	-14.9	13.8
47	0.4	.	1.4	12.2
48	0.3	-16.8	.	4.2
49	-0.6	-3.2	4.3	-10.5
50	0.0	-25.7	-18.7	16.6
51	10.8	32.9	-9.4	-0.3
